Source: PubChem BioAssay
PKA inh: PKA (human) kinase inhibition; inhibition, % at 6 µM; 65,000 compounds, 0.1% hits; P17612; PKA Kemptide phosphorylation, Kinase-Glo ATP luminescence; AID 524;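 active = inhibition above the screen-wide mean inhibition plus 3 SD, cut at about 21% in these data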; also: many of its hits are not listed in these tables
AP complement: alternative pathway complement inhibition, orthogonal assay; Human serum alternative complement pathway, LPS-coated ELISA, C3 deposition; tested in compound mixtures; inhibition, % at 5 µM; 62,000 compounds, 0.08% hits; AID 1235;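 active = inhibition above 30% in each of the two pooled mixtures holding the compound, so the lower value exceeds 30%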;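 also: 0% = serum in Mg-EGTA without compound and 100% = EDTA serum blank; some compounds past the cut are filed as inactive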
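Test system: human serum complement alternative pathway, C3 deposition onto LPS / Medium: Mg2+-EGTA GVB++ buffer containing human serum at 1:15 dilution / Probe or stimulus: Plate-bound LPS / Times: 1 h at 37 °C / Signal: ELISA with HRP anti-human C3 antibody, TMB substrate, absorbance 450 nm / Measure: percent inhibition / Repeats: two pool placements per compound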
ROCK2 blocker: blocks human Rho kinase 2 activity. O75116. purified ROCK2, Kinase-Glo ATP depletion luminescence. inhibition, % at 6 µM. 60,000 compounds, 0.35% hits. AID 604;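 active = inhibition above the screen-wide mean inhibition plus 3 SD, cut at about 18% in these data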;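 also: plate controls were DMSO wells for no effect and Y-27632 control wells after no-enzyme background subtraction for full effect; many of its hits are not listed in these tables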
E coli RNAP: Escherichia coli RNA polymerase inhibition. P0A8V2. E. coli RNA polymerase, fluorescence transcription assay. inhibition, %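 (tested at 10 µM)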. 62,000 compounds, 0.2% hits. AID 559; in the data active = inhibition above about 20%;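 also: 0% = enzyme without compound and 100% = no enzyme blank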
CatB block: blocks human cathepsin B protease activity. P07858. purified cathepsin B, fluorogenic substrate, fluorescence. inhibition, %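 (tested at 10 µM)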. 63,000 compounds, 0.1% hits; in the data active = inhibition above about 21%;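 also: 0% = enzyme with no compound and 100% = no enzyme blank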
RORa activator: activators of human nuclear receptor RORA. P35398. CHO-K1 Gal4-RORA LBD luciferase reporter, luminescence; percent increase over mock-subtracted basal signal. activation, % at 10 µM. 65,000 compounds, 1.5% hits. AID 560;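 active = activation above the mean of all tested compounds plus 3 SD, cut at about 49% in these data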;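 also: 0% = DMSO-treated RORA cells and 100% = added signal equal to DMSO minus mock-transfected cells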
Target sequence (P35398 whole entry, looked up, the tested form may be a part): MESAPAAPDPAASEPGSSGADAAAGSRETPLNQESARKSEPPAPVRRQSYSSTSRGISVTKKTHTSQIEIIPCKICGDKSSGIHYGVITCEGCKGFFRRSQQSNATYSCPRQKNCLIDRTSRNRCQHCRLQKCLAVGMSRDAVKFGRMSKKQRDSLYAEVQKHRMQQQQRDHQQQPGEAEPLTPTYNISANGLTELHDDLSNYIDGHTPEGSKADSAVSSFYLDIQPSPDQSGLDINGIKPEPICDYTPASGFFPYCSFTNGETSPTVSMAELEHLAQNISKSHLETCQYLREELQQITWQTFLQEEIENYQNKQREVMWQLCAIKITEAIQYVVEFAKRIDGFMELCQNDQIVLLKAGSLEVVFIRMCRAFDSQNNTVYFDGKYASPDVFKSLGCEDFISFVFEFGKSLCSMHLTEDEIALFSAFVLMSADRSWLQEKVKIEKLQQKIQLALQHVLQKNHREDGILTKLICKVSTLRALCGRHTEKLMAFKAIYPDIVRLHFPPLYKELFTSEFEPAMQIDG
JNK3 blocker: JNK3 (human) kinase inhibition. inhibition, % at 8 µM. purified JNK3 kinase activity, HTS. P53779. 60,000 compounds, 0.61% hits; in the data active = inhibition above about 17%;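 also: 0% = DMSO and 100% = reference inhibitor; many of its hits are not listed in these tables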
CatS block: blocks human cathepsin S protease activity | P25774 | recombinant cathepsin S, AMC dipeptide fluorescence, pooled mixtures | inhibition, %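 (tested at 5 µM per compound within 10-compound mixtures)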 | 62,000 compounds, 0.06% hits; in the data active = inhibition above about 32%, passing the limit was not always enough; inconclusive = no clear call, values can overlap the other calls;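 also: 0% = enzyme without compound and 100% = blank without enzyme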
Target sequence (P25774 115-331 limits assumed): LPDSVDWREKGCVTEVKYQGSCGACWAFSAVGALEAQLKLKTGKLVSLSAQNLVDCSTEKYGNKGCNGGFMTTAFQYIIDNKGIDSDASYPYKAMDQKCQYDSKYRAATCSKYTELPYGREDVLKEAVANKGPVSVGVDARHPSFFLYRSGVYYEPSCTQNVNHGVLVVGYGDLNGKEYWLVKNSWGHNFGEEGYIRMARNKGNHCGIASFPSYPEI
CatB mix inh: inhibitors of human cathepsin B in compound mixtures; 62,000 compounds, 0.06% hits; P07858; AID 488; Purified cathepsin B, AMC dipeptide fluorescence; inhibition, %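 (ten-compound pools at 5 µM per compound and 50 µM total)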; in the data active = inhibition above about 22%, passing the limit was not always enough; inconclusive = no clear call, values can overlap the other calls;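 also: 0% = enzyme without compound and 100% = no enzyme blank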
Starred values were filed as active, the others as inactive; u = inconclusive; x = not tested or not shown.

SMILES	PKA inh	AP complement	ROCK2 blocker	E coli RNAP	CatB block	RORa activator	JNK3 blocker	CatS block	CatB mix inh
O=C(Nn1cnc2ccccc2c1=O)c1ccccc1Cl	9	-9	3	4	5	37	-3	5	3
Brc1ccc(CSc2nnc(-c3ccccn3)n2Cc2ccco2)cc1	0	-2	x	1	-2	38	x	5	2
CCCCCOc1ccc(OC(=O)c2ccncc2)cc1	9	5	2	5	1	-21	-5	2	-4
CCCCN(CC)CCNC(=O)CN(C)S(=O)(=O)c1ccc2c(c1)c(=O)n(C)c(=O)n2C	-3	-1	-7	6	-5	-5	6	6	-7
CCOc1ccc2nc(SC(C)C(N)=O)[nH]c2c1 (stereo not given)	4	4	2	1	2	-3	3	-4	3
Cc1csc2nc(CNC(=O)C3CCCCC3)cn12	9	-3	4	9	8	19	4	15	4
CCOC(=O)c1c(C)c(C(=O)NCc2cccs2)c(C)n1C	1	13	-6	-8	4	1	1	-4	1
COC(=O)c1cc2occc2n1CC(=O)Nc1ccc(OC)c(OC)c1	3	16	2	1	3	-1	4	1	1
CCOC(=O)c1[nH]c2cc3c(cc2c1NC(=O)CN1CCc2ccccc2C1)OCO3	-3	x	2	-12	1	12	1	x	x
COc1ccc(C(=O)CSc2nnc(-c3cc4ccccc4cc3O)n2Cc2ccco2)cc1	-15	6	-6	2	-1	-1	1	-9	-3
Cc1cc(N2CCN(C(=O)c3ccco3)CC2)n2nc(-c3cccc(Cl)c3)cc2n1	2	17	x	1	3	-16	x	-1	0
Cc1ccc(NS(=O)(=O)c2cccc(C(=O)n3ncc(C#N)c3N)c2)c(C)c1	14	-17	5	10	0	6	2	-11	-3
CC(NC(=O)Cc1cccs1)c1ccncc1 (stereo not given)	3	10	7	8	1	-2	0	-6	7
CCn1c(C)cc2c(c1=O)C(c1ccccc1Br)C(C#N)=C(N)O2 (stereo not given)	-2	6	-4	7	5	-3	-7	13	3
CCOC(=O)c1cnc2cc(Cl)c(OC)cc2c1NCC1CCCO1 (stereo not given)	3	10	5	11	0	-3	4	-3	2
CC(=O)c1c(C)[nH]c(C(=O)NCc2ccccn2)c1C	6	18	3	0	2	29	1	-1	2
Cc1cc(C(F)(F)F)nn1CC(=O)N1CCCC1	11	4	9	0	2	-1	-2	-4	2
COc1ccc(-c2cc3nc(-c4ccccc4)cc(N4CCC5(CC4)OCCO5)n3n2)cc1	1	11	4	-2	-6	-6	-4	1	2
Cc1ccc(OCc2nnc(SCC(=O)C(C)(C)C)n2Cc2ccco2)cc1	2	22	-2	6	-1	-6	1	-3	0
CCOc1ccc2nc(NC(=O)CN3CCN(c4ccccn4)CC3)sc2c1	7	1	x	11	0	14	x	1	-2
CCOC(=O)c1cccc(NC(=O)CSc2nnc(-c3ccncc3)n2CCCOC)c1	-7	4	7	5	-4	0	1	5	5
Cc1cc2ccccc2c(=O)n1CC(=O)NCC(=O)N1CCN(c2cccc(Cl)c2)CC1	10	-2	4	7	1	0	1	2	-2
Cc1nc2c(C(=O)NCc3ccc4c(c3)OCO4)c[nH]n2c(=O)c1Cc1ccccc1F	7	17	5	4	3	-4	0	2	5
CCC1Sc2ccccc2N(CC(=O)NC2CCCC2)C1=O (stereo not given)	10	10	x	6	3	12	x	-3	4
CCC(=O)c1ccc(OCC(O)Cn2c(C)nc3ccccc32)cc1 (stereo not given)	-1	-4	4	8	-2	-19	10	7	0
Cc1cc(Cl)c(S(=O)(=O)NC2CCCCC2)cc1OCC(=O)Nc1nncs1	7	12	6	9	1	-4	2	u	5
COc1ccc(/C(O)=C2\C(=O)C(=O)N(c3cc(C)on3)C2c2cccc(OC)c2OC)cc1C (stereo not given)	6	x	6	4	3	-13	5	x	x
CC1CCc2cc(F)cc3c(O)c(C(=O)NCC4CCCO4)c(=O)n1c23 (stereo not given)	6	-5	5	6	2	-8	11	-13	-4
CCn1cc(C(=O)N2CCN(Cc3ccc4c(c3)OCO4)CC2)c2cc(OC)c(OC)cc2c1=O	-3	18	x	5	-1	-13	x	1	7
CN(C)C=NC(=O)/C(C#N)=C1\CCc2ccccc2N1	4	11	4	2	0	13	47*	-3	3
NS(=O)(=O)c1ccc(NC(=O)CN2CCN(Cc3ccccc3)CC2)cc1	-3	22	-3	-3	1	-14	-1	0	5
O=C(Nc1ccc(N2CCOCC2)c(Cl)c1)c1cccc(F)c1	12	12	3	4	4	28	8	-1	0
N#CC(C(=O)OC1CCCCC1)c1nc2ccccc2nc1N1CCOCC1 (stereo not given)	0	-11	-2	0	11	-19	3	11	6
COCCOC(=O)C1=C(C)OC(N)=C(C#N)C1c1ccc2c(c1)OCO2 (stereo not given)	-5	-6	-2	15	4	-20	-2	13	-10
CCCOc1ccc(-c2nnc(-c3ccncc3)o2)cc1	5	0	-3	-8	2	28	0	-8	2
O=C(O)Cn1cc2c(n1)CCCCC2	5	18	5	5	3	-11	-2	-5	4
COc1ccc(-c2nc(Cn3c(SCc4cccc(F)c4)nc4ccncc43)c(C)o2)cc1OC	6	9	3	6	-2	-3	2	6	-5
Cc1cc(C)c(S(=O)(=O)N(CC(=O)N2CCCC2)C2CCCCC2)c(C)c1	2	8	-1	3	1	-15	7	16	0
CC1(C)CCCC2=C1CC1C(=O)N(Cc3cccnc3)C(=O)C1C2 (stereo not given)	-2	8	0	9	2	-13	0	13	4
COCCOC(=O)C1=C(C)NC(=O)CC1c1cc2c(cc1Br)OCO2 (stereo not given)	1	-2	-2	9	0	-19	-5	7	7
CCOC(=O)N1CCN(C(=O)CCc2ccc(S(=O)(=O)NCCc3ccccc3)cc2)CC1	14	17	8	0	1	-6	-4	-4	-8
O=C1c2oc3ccccc3c(=O)c2C(c2cccnc2)N1Cc1ccco1 (stereo not given)	5	-1	0	1	1	11	2	12	4
CCOc1ccc(-n2ccnc2SCC(=O)Nc2nnc(C)s2)cc1	0	18	3	3	4	-16	2	-1	3
CCOC(=O)C1(C)NC(c2ccccc2F)C2C(=O)N(c3cccc(C(C)=O)c3)C(=O)C21 (stereo not given)	11	26	8	-8	-1	4	4	-36	-22
CCCc1[nH]n(-c2nc3ccccc3s2)c(=O)c1C=NCC1CCCO1 (stereo not given)	5	-13	3	9	11	19	9	5	-2
COc1cc(Cl)cc(NC(=O)CCN2CCN(C)CC2)c1	4	12	-3	5	3	-8	-1	11	2
COc1ccc(-n2nc(C(=O)NCC(=O)NCc3ccco3)c3ccccc3c2=O)cc1	3	5	2	7	4	-8	-2	4	1
Cc1ccc(Cc2cncc(O)c2)cc1S(=O)(=O)O	-3	6	-1	-3	5	6	-2	1	1
COc1ccc(OC)c(N2C(=O)C(Cl)=C(N3CCCCC3)C2=O)c1	-4	-8	4	6	x	5	-2	11	3
CCn1c(SCC(=O)c2ccc(Cl)cc2)nnc1-c1ccoc1C	10	-5	6	10	-1	-10	1	12	-7

Looked up above.
Result for COc1cc(Cl)cc(NC(=O)CCN2CCN(C)CC2)c1 in ROCK2 blocker: -3
Result for O=C1c2oc3ccccc3c(=O)c2C(c2cccnc2)N1Cc1ccco1 (stereo not given) in CatS block: 12

Next part
SMILES	PKA inh	AP complement	ROCK2 blocker	E coli RNAP	CatB block	RORa activator	JNK3 blocker	CatS block	CatB mix inh
O=C(CSc1nc2ccccc2c(=O)n1Cc1ccco1)c1ccccc1	4	8	-1	4	-7	0	6	-2	3
O=C(Nc1ccc(S(=O)(=O)N2CCCCC2)cc1)c1cnccn1	5	13	1	-4	2	-12	0	-7	1
Cc1noc(C)c1S(=O)(=O)NCC(=O)O	0	9	0	7	-5	8	4	5	8
CCc1c(C)nc2ncnn2c1N1CCC(C(=O)N2CCN(c3ccccc3)CC2)CC1	0	1	1	9	4	10	-2	10	-4
N#Cc1nc(COc2ccccc2)oc1N1CCCCC1	8	11	0	3	-1	-1	-4	-1	0
O=C(NCCC1=CCCCC1)C1CCN(C(=O)Nc2ccccc2)CC1	0	3	0	13	2	-2	1	-3	3
CCc1ccc(NC2CC(=O)N(c3ccc(OC)cc3OC)C2=O)cc1 (stereo not given)	-5	-11	0	2	2	8	-6	15	1
Brc1ccc2[nH]ncc2c1	12	14	30*	7	-2	-8	7	2	7
COCCCNC(=O)CCc1nc2cccnc2n1Cc1ccccc1	-2	3	-4	6	-5	2	-7	9	3
Fc1ccccc1OCCCN1CCOCC1	11	9	8	9	x	27	0	-12	0

2 compounds drawn at random from the list so far, as already listed:
SMILES	PKA inh	AP complement	ROCK2 blocker	E coli RNAP	CatB block	RORa activator	JNK3 blocker	CatS block	CatB mix inh
CCc1ccc(NC2CC(=O)N(c3ccc(OC)cc3OC)C2=O)cc1 (stereo not given)	-5	-11	0	2	2	8	-6	15	1
O=C(NCCC1=CCCCC1)C1CCN(C(=O)Nc2ccccc2)CC1	0	3	0	13	2	-2	1	-3	3

(cont.)
SMILES	PKA inh	AP complement	ROCK2 blocker	E coli RNAP	CatB block	RORa activator	JNK3 blocker	CatS block	CatB mix inh
CN1C(=S)SC(C)(C)C1(C)NO (stereo not given)	-2	4	-2	-2	-1	-15	-8	-10	-3
CC(=O)SCCC(=O)N1C(C)CCCC1C(=O)O (stereo not given)	4	11	-5	-7	4	-14	2	-3	12
Cn1c(=O)n(C)c2cc(NC(=O)CSc3nnc(-c4ccccc4O)n3-c3ccccc3)ccc21	8	0	8	6	-1	6	3	-4	-5
CC(=O)Nc1ccc(C(=O)Cn2nnc3ccccc3c2=O)cc1	7	23	7	5	6	6	0	-6	6
Fc1ccc(-c2nnc(-c3ccc(Cl)cc3Cl)o2)cc1	5	9	-4	3	2	-12	2	21	0
CCOC(=O)C1CCN(S(=O)(=O)Cc2ccccc2)C1=O (stereo not given)	4	-5	8	11	3	-16	4	-4	0
COc1ccc(-c2cnc(SCC(=O)Nc3ccc4c(c3)OCO4)n2Cc2ccco2)cc1	8	6	x	6	4	-28	x	-11	2
Cc1ccc(C2(C(F)(F)F)NC(=O)N3CCCN=C3S2)cc1 (stereo not given)	-2	6	x	8	-2	3	x	15	6
COCCCn1c(CCC(=O)O)ccc1-c1cccs1	-1	12	-2	4	-3	-7	-1	0	2
COc1ccc(CN2CCN(c3ncccn3)CC2)c(OC)c1	-5	5	1	1	-2	-9	5	0	-3
CCNc1nc(OC)nc(SCC(N)=O)n1	5	4	7	5	3	-2	7	0	-5
COc1ccc(S(=O)(=O)N2CCN(C(=O)c3c(C)nn(-c4ccccc4)c3Cl)CC2)cc1	-5	13	-7	0	-1	-10	-5	-2	-2
CCOC(=O)c1c(C)n(C)c2ccc(OC(C)C(=O)OC)cc12 (stereo not given)	5	16	7	9	4	-16	-1	-3	2
O=C1NC(=O)C(CC(=O)N(Cc2ccco2)C2(C(=O)NC3CCCC3)CCCCC2)N1 (stereo not given)	12	1	x	5	1	-6	x	11	24
COc1cccc(OC)c1C(=O)N1CCN(S(=O)(=O)c2ccc(C)cc2)CC1	3	2	4	8	3	7	-2	0	-2
CCOC(=O)C1=C(C)N(C)C(C)=C(C(=O)OCC)C1c1ccncc1	-2	12	2	8	1	-10	-3	8	6
Cc1onc(-c2ccccc2)c1C(=O)N1CCOCC1	14	17	3	4	7	-5	-3	-6	5
Cn1c(C(=O)OCC(=O)NCc2cccs2)cc2sccc21	4	16	1	11	0	0	-1	13	4
Cc1ccc2c(c1)nnn2C1CCN(CC(=O)N2c3ccccc3CC2C)CC1 (stereo not given)	14	15	10	-2	5	4	-1	-3	0
O=C(C1CCCCC1)N(Cc1nc2sc3c(c2c(=O)[nH]1)CCCC3)Cc1cccs1	4	7	-1	11	8	-7	-2	-1	2
Cc1ccccc1-c1nnc(SCc2ccccc2)o1	2	-1	-1	-3	3	42	0	-4	-1

A portion of the library; rates above refer to the full screens.
